CHO-K1 Ca antag – M1 antagonist counterscreen hit in parental CHO-K1 cells | AID 602250 | actives 0.6% (n = 360,000) | ATP-induced calcium, Fluo-8 fluorescence | inhibition, % at 3 µM;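 active means inhibition above a per-plate cutoff, the plate's mean sample inhibition plus 3 SD, cut at about 24% in these data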;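 further: 0% = DMSO plus EC80 ATP and 100% = DMSO alone without ATP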
CHRM5 PAM – CHRM5 positive allosteric modulation; P08912; CHO-K1 hM5, Fluo-8 calcium, ACh EC20 PAM; 0% = ACh EC20, 100% = ACh EC100; activation, % at 3 µM; actives 0.3% (n = 360,000); AID 624038;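 active means activation above the run cutoff, the mean activation of all test compounds plus 3 SD, cut at about 18% in these data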
Target sequence (P08912 whole entry, looked up): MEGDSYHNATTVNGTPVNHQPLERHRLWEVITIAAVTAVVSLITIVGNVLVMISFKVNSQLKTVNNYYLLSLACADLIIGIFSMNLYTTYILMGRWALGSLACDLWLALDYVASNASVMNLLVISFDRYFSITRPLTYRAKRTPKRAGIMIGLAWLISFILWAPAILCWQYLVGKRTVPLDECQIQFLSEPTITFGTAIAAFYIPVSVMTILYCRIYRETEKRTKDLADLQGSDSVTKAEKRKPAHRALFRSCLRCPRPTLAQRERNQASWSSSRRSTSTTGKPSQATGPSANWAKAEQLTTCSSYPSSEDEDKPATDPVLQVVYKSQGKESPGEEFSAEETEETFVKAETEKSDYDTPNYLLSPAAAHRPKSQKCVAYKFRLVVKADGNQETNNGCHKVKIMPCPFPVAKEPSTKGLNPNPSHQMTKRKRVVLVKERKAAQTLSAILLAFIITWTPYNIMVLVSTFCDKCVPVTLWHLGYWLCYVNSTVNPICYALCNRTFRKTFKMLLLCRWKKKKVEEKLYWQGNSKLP
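Assay system: CHO-K1 hM5 cells. Also added: acetylcholine at EC20 concentration, added after compound. Dosing: 3 µM, single dose. Times: compound preincubation 140 s before EC20 acetylcholine addition. Signal: Fluo-8 calcium fluorescence. Measure: % activation relative to EC20 and EC100 ACh responses. Repeats: singlicate, one well per test compound.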
CHRM4 PAM – CHRM4 positive allosteric modulation | activation, % at 3 µM | actives 0.4% (n = 360,000) | CHO-K1 hM4/Gqi5, Fluo-8 calcium fluorescence, ACh EC20; 0% = ACh EC20, 100% = maximal ACh | AID 624126;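 active means activation above its plate's cutoff, the mean activation of sample wells plus 3 SD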; further: some results filed as inactive read as strong as hits
Target sequence (P08173 whole entry, looked up): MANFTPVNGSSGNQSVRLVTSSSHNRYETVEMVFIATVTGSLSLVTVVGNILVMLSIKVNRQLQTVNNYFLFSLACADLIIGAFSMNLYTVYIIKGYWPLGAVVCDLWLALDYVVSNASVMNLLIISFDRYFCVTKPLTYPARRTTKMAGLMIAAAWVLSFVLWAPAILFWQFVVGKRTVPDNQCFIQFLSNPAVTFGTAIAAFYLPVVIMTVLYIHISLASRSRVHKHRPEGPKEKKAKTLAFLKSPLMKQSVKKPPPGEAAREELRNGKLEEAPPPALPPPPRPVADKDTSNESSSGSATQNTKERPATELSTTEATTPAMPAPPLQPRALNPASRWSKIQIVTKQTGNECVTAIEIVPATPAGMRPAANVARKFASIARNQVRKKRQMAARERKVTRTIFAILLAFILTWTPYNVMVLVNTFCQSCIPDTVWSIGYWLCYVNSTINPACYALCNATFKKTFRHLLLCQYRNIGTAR
CHO-K1 Ca ag – counter-screen for M1 agonists: effect in parental CHO-K1 cells. Fluo-8 calcium fluorescence; scaled to maximal ATP response, vehicle zero. activation, % at 3 µM. actives 0.48% (n = 360,000). AID 602248; in the data active means activation above about 15%;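 further: untransfected CHO-K1 host cells lacking M1 receptor as counterscreen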
CHRM5 agonist – CHRM5 agonism in calcium assay; P08912; CHO-K1 hM5 cells, Fluo-8 calcium fluorescence; 0% DMSO wells, 100% maximal acetylcholine response; activation, % at 3 µM; actives 0.19% (n = 360,000); AID 624037;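 active means activation above the run's mean over test compounds plus 3 SD, cut at about 23% in these data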;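 further: signal is peak over basal fluorescence ratio across the kinetic read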
M4 ag – CHRM4 agonism in calcium assay. actives 0.14% (n = 360,000). activation, % at 3 µM. CHO-K1 hM4/Gqi5, Fluo-8 calcium fluorescence; vehicle 0%, full acetylcholine response 100%. P08173;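 active means activation above the run mean over all test wells plus 3 SD, cut at about 32% in these data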;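 further: peak over basal fluorescence ratio per well then scaled between controls; 0% = DMSO wells and 100% = acetylcholine at EC100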
CHRM4 antagonist – CHRM4 antagonism in calcium assay; CHO-hM4 cells, ACh EC80, Fluo-8 calcium fluorescence; inhibition, % at 3 µM; actives 0.73% (n = 360,000);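 active means inhibition above its plate's cutoff, the mean inhibition of sample wells plus 3 SD, cut at about 27% in these data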;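 further: 0% = acetylcholine EC80 with DMSO and 100% = DMSO without agonist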
CHRM5 antagonist – antagonists of human muscarinic M5 receptor (CHRM5) | inhibition, % at 3 µM | CHO-hM5 cells, Fluo-8 calcium fluorescence, ACh EC80 | actives 0.59% (n = 360,000) | P08912 | AID 624040;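 active means inhibition above a per-plate cutoff, the mean of that plate's test compounds plus 3 SD, cut at about 27% in these data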;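 further: 0% = acetylcholine EC80 with DMSO and 100% = DMSO without agonist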
M1 PAM parental – M1 PAM counterscreen hit in parental CHO-K1 cells; ATP EC20, Fluo-8 calcium fluorescence; 0% at ATP EC20, 100% at ATP max; activation, % at 3 µM; actives 0.02% (n = 360,000);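 active means activation above the run cutoff, the mean activation of all test compounds plus 3 SD, cut at about 40% in these data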;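 further: peak over basal fluorescence ratio in a 140 s read after ATP addition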
The depositor's hits bear a star.

(1) CCOC(=O)c1cc2c(=O)n3cccc(C)c3nc2n(CC(C)C)c1=NC(=O)c1ccco1
(2) O=C(Cn1nc(-c2ccc(Cl)cc2)ccc1=O)NCC1CCCO1 (stereo unspecified)
(3) Cc1onc(-c2c(F)cccc2Cl)c1C(=O)NCC1COc2ccccc2O1 (stereo unspecified)
(4) O=C(c1ccccc1Oc1nnnn1-c1ccccc1)N1CCOCC1
(5) CCCCCC(=O)Nc1nc(C)c(-c2csc(Nc3cc(Cl)ccc3OC)n2)s1
(6) Cn1c(CNC(=O)c2ccc3c(c2)OCO3)nnc1SCC(=O)Nc1ccc(F)cc1

Assay by compound,1,2,3,4,5,6
CHO-K1 Ca antag,4,17,15,-3,-16,-16
CHRM5 PAM,4,-10,-4,1,6,5
CHRM4 PAM,-7,-5,8,-6,2,-2
CHO-K1 Ca ag,0.5,-0.3,0.5,0.3,-0.7,0.3
CHRM5 agonist,1,2,-1,-7,2,-3
M4 ag,2,1,2,0,-1,-1
CHRM4 antagonist,-11,0,3,2,-13,1
CHRM5 antagonist,-1,10,5,-2,10,5
M1 PAM parental,-12,-9,-6,11,7,16

(7) CCOc1ccc(NC(=O)CCNS(=O)(=O)c2ccc3c(c2)CC(C)N3C(C)=O)cc1 (stereo unspecified)
(8) Cc1ccc(Cn2nnc3c(=O)n(CC(=O)OCc4ccccc4)cnc32)cc1
(9) COc1ccc(N2CCN(C(=O)c3cc(C)on3)CC2)cc1
(10) COc1ccccc1/C=C/C(=O)OCC(=O)Nc1ccc(Cl)cn1
(11) COc1cccc(C(=O)OCC(=O)c2ccc(Br)s2)c1
(12) CCOc1ccc(Br)cc1S(=O)(=O)N1CCC(C(=O)O)CC1

Assay by compound,7,8,9,10,11,12
CHO-K1 Ca antag,1,-19,-5,-15,-5,18
CHRM5 PAM,-2,-9,3,3,-1,-3
CHRM4 PAM,-2,-5,8,-5,-5,3
CHO-K1 Ca ag,0.5,6.8,1.4,0.5,0.1,1.8
CHRM5 agonist,-2,1,-3,-11,-6,-3
M4 ag,1,13,1,-1,0,1
CHRM4 antagonist,4,4,-9,0,1,2
CHRM5 antagonist,2,7,-7,10,1,11
M1 PAM parental,-4,16,14,16,-4,-7

Four of the compounds above, bar-delimited.
item | structure | CHO-K1 Ca antag | CHRM5 PAM | CHRM4 PAM | CHO-K1 Ca ag | CHRM5 agonist | M4 ag | CHRM4 antagonist | CHRM5 antagonist | M1 PAM parental
12 | CCOc1ccc(Br)cc1S(=O)(=O)N1CCC(C(=O)O)CC1 | 18 | -3 | 3 | 1.8 | -3 | 1 | 2 | 11 | -7
11 | COc1cccc(C(=O)OCC(=O)c2ccc(Br)s2)c1 | -5 | -1 | -5 | 0.1 | -6 | 0 | 1 | 1 | -4
7 | CCOc1ccc(NC(=O)CCNS(=O)(=O)c2ccc3c(c2)CC(C)N3C(C)=O)cc1 (stereo unspecified) | 1 | -2 | -2 | 0.5 | -2 | 1 | 4 | 2 | -4
9 | COc1ccc(N2CCN(C(=O)c3cc(C)on3)CC2)cc1 | -5 | 3 | 8 | 1.4 | -3 | 1 | -9 | -7 | 14

The list continues:
(13) O=C(Nc1ccc(S(=O)(=O)N2CCCC2)cc1)C1CC(=O)N(CCc2ccc(F)cc2)C1 (stereo unspecified)
(14) Cc1ccc2c(c1)[nH]c1c(=O)n(CCN3CCCCC3)cnc12
(15) COC(=O)C1=C(C)N(Cc2ccccc2)C(=NCCc2ccccn2)N[C@H]1c1cccc(F)c1
(16) O=c1nc2s/c(=C\c3ccco3)c(=O)n2nc1Cc1ccc(F)cc1
(17) Cc1ccc(C)c(S(=O)(=O)N2CCN(C(=O)c3cncc(Br)c3)CC2)c1
(18) OCCCc1cn(CC2CCCCC2)nn1

Assay by compound,13,14,15,16,17,18
CHO-K1 Ca antag,-15,-3,-11,-1,-7,-11
CHRM5 PAM,-7,7,7,-7,-7,4
CHRM4 PAM,5,3,10,3,-9,15
CHO-K1 Ca ag,0.8,4.0,2.4,0.3,1.8,0.6
CHRM5 agonist,-7,-4,-7,2,-2,-5
M4 ag,2,0,3,0,2,2
CHRM4 antagonist,0,3,-4,-10,7,-6
CHRM5 antagonist,1,6,-6,5,12,3
M1 PAM parental,7,15,24,13,-25,20

(19) COc1cc(CCC(=O)Nc2cc(S(=O)(=O)N3CCOCC3)ccc2OC(C)C)cc(OC)c1OC
(20) CSc1nsc(SCC(=O)NCc2ccc(C)cc2)n1
(21) CCOC(=O)N1CCN(C(=O)CSc2nnc(-c3c[nH]c4ccccc34)n2CCOC)CC1
(22) COc1ccc(-c2cc3cc4c(cc3cn2)OCO4)cc1
(23) CC(NC(=O)C1CCN(C(=O)[C@@H]2Cc3ccccc3CN2)CC1)c1ccccc1 (stereo partly specified)
(24) CCC1Sc2ccc(S(=O)(=O)CCC(=O)Nc3ccccc3Br)cc2NC1=O (stereo unspecified)

Assay by compound,19,20,21,22,23,24
CHO-K1 Ca antag,-5,23,-7,-8,-1,-11
CHRM5 PAM,2,0,8,-10,3,0
CHRM4 PAM,7,-3,28,-4,3,-5
CHO-K1 Ca ag,0.4,6.0,1.0,1.6,-0.1,6.1
CHRM5 agonist,-1,-3,3,-1,-5,3
M4 ag,1,0,-2,4,0,9
CHRM4 antagonist,-13,2,-37,1,7,1
CHRM5 antagonist,4,0,-20,16,6,1
M1 PAM parental,9,-8,13,9,17,9

(25) CC(=O)OCC1OC(n2c(S)c(C#N)c(-c3ccccc3)c(C#N)c2=O)C(OC(C)=O)C(OC(C)=O)C1OC(C)=O (stereo unspecified)
(26) CC(C)Oc1cccc(C(=O)C2CCCN(Cc3cnc(N4CCCC4)s3)C2)c1 (stereo unspecified)
(27) C/C(=C/C=N/Nc1nc(N2CCCCC2)nc(N2CCCCC2)n1)c1ccccc1
(28) Cc1cccc2sc(NNC(=O)c3ccc4c(c3)OCCO4)nc12
(29) O=C(CN1CCN(C(=O)C2COc3ccccc3O2)CC1)Nc1ccc(F)cc1 (stereo unspecified)
(30) C=CCn1c(C2CC(=O)N(c3ccc(C)cc3)C2)nc2ccccc21 (stereo unspecified)

Assay by compound,25,26,27,28,29,30
CHO-K1 Ca antag,-15,-1,-9,9,8,6
CHRM5 PAM,-1,-4,-8,-5,6,2
CHRM4 PAM,-2,-11,-7,5,-2,9
CHO-K1 Ca ag,3.2,3.3,0.0,0.5,0.9,1.8
CHRM5 agonist,7,-5,0,5,3,-1
M4 ag,11,1,0,3,2,4
CHRM4 antagonist,-10,-2,2,-10,3,-3
CHRM5 antagonist,5,-2,6,0,-4,-4
M1 PAM parental,10,19,1,5,-10,16

(31) CC(C)(C)SCCNC(=O)COc1ccccc1
(32) CC(NC(=O)N1CCN(c2ccccc2F)CC1)c1ccc(F)c(F)c1 (stereo unspecified)
(33) Cc1ccc(N(C(=O)c2snc(C(N)=O)c2N)C(C(=O)NC2CCCC2)c2ccc(C)o2)cc1 (stereo unspecified)
(34) COc1ccc(Cl)cc1C(=O)NCc1ccco1
(35) CCN1CCN(C(=O)CN(C)S(=O)(=O)c2ccc(Cl)cc2)CC1
(36) CC(C)=CCCC(C)CN1CCC(n2nccc2NC(=O)C2CCCC2)CC1 (stereo unspecified)

Assay by compound,31,32,33,34,35,36
CHO-K1 Ca antag,0,-2,8,-11,-6,-5
CHRM5 PAM,1,0,-12,5,1,-9
CHRM4 PAM,-1,-2,-18,2,7,-7
CHO-K1 Ca ag,-0.1,0.6,1.3,0.1,0.7,1.2
CHRM5 agonist,2,-2,0,-5,-4,-6
M4 ag,-1,1,10,0,0,3
CHRM4 antagonist,3,3,-1,0,-9,12
CHRM5 antagonist,5,1,22,6,7,11
M1 PAM parental,-7,-6,2,10,17,-5

(37) CCCNC(=O)C(NS(=O)(=O)c1ccc2c(c1)c(=O)n(C)c(=O)n2C)c1ccccc1 (stereo unspecified)
(38) O=C1CN(C(=S)NC(=O)c2ccccc2[N+](=O)[O-])CCN1
(39) COc1ccc(CN(C(=O)c2oc3ccccc3c2C)C2CCS(=O)(=O)C2)cc1 (stereo unspecified)
(40) CN(C)c1ccc(-c2nnc(-c3cccs3)o2)cc1
(41) Cc1cn([C@H]2C[C@H](O)[C@@H](/C=C/C(=O)NCc3ccccc3)O2)c(=O)[nH]c1=O
(42) C=C1CCN([C@@H](C)C(=O)NCc2ccc(Cl)cc2)S(=O)(=O)c2ccccc21

Assay by compound,37,38,39,40,41,42
CHO-K1 Ca antag,-10,-3,3,-15,-4,-13
CHRM5 PAM,2,12,5,5,0,-10
CHRM4 PAM,-4,7,0,-1,7,9
CHO-K1 Ca ag,0.7,0.2,2.0,0.1,0.5,2.5
CHRM5 agonist,1,-1,5,-2,1,-1
M4 ag,1,1,5,1,1,10
CHRM4 antagonist,5,-2,1,-2,-3,-8
CHRM5 antagonist,3,-11,4,-1,4,0
M1 PAM parental,23,-20,5,11,11,17

(43) O=C(NC(c1ccccc1)c1ccccc1)c1cccc(S(=O)(=O)NCc2ccccc2)c1
(44) CN1CCN(c2ccc(-c3ccnn3C(=O)Nc3cccc(C(F)(F)F)c3)cc2)CC1
(45) Cc1nn(CC(=O)Nc2c(C)n(C)n(-c3ccccc3)c2=O)c(C)c1[N+](=O)[O-]
(46) O=C(Nc1cccnc1)c1ccc(CSc2ccccc2)cc1
(47) Cc1nc2cc(C(=O)N3CCN(C)CC3)ccc2n1C
(48) O=C(c1ccccc1)C(C(=O)N1CCc2ccccc2C1)n1ccccc1=O (stereo unspecified)

Assay by compound,43,44,45,46,47,48
CHO-K1 Ca antag,-1,22,-14,-2,-7,-9
CHRM5 PAM,-3,-14,4,-17,-6,0
CHRM4 PAM,-6,-3,4,-8,1,-8
CHO-K1 Ca ag,1.0,2.5,1.4,6.5,-0.2,1.0
CHRM5 agonist,-3,6,2,-1,-3,-4
M4 ag,0,11,1,13,0,0
CHRM4 antagonist,-4,9,2,5,2,12
CHRM5 antagonist,4,28*,3,20,8,-5
M1 PAM parental,14,-10,-4,-6,10,17

(49) O=C(Nc1ccc(-c2nc3ccccc3[nH]2)cc1)c1ccc(N2C(=O)CCC2=O)cc1
(50) O=C(Nc1nc2c(s1)CN(Cc1ccccc1)CC2)c1cccc(S(=O)(=O)N2CCc3ccccc32)c1
(51) CC(=O)Nc1ccc(S(=O)(=O)N2CCC(NC(=O)C(Cc3ccccc3F)NC(C)=O)CC2)cc1 (stereo unspecified)
(52) CCCOC(=O)C1[C@H]2C(=O)N(CC3CCCO3)C[C@]23C=C[C@H]1O3 (stereo partly specified)

Assay by compound,49,50,51,52
CHO-K1 Ca antag,-7,1,-6,0
CHRM5 PAM,0,-3,-1,1
CHRM4 PAM,11,2,6,-5
CHO-K1 Ca ag,-0.1,2.5,5.6,0.2
CHRM5 agonist,0,-1,-3,2
M4 ag,1,3,1,1
CHRM4 antagonist,-1,1,-2,5
CHRM5 antagonist,-8,0,7,3
M1 PAM parental,3,0,7,10

Compound activity (PubChem BioAssay)
